# Mcl-1 Bim block – inhibitors of Bim-Mcl-1 interaction, human; Bead-based flow cytometry, Bim peptide-Mcl-1 binding; inhibition, % at 10 µM; 190,000 tested, 0.1% active; in the data active means inhibition above about 40%;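 further: 0% = no compound tracer wells and 100% = peptide blocker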
# Target sequence (Q07820 whole entry, looked up): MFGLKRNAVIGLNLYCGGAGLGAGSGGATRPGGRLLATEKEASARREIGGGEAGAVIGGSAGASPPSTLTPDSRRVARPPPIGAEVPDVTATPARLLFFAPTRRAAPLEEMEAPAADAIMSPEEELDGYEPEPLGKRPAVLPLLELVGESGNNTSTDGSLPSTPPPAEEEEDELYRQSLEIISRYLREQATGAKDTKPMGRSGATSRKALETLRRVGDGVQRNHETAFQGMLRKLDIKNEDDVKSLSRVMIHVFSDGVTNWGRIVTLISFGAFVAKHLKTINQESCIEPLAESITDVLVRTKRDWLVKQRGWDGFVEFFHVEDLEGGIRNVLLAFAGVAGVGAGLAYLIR
# Rac1 wt modul – alters GTP binding to wildtype human Rac1 | GST-Rac1 beads, fluorescent GTP binding, flow cytometry; actives lie on both sides; 0 = cold GTP competed, 100 = untreated | GTP binding activity (% of control), % at 10 µM | AID 757 | 190,000 tested, 0.27% active;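 active means GTP binding activity at least 20 points away from the 100% control level, either lower or higher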
# Rac1 act GTP bind – human Rac1 activated mutant GTP binding change; 190,000 tested, 0.11% active; percent activity (GTP binding), % at 10 µM; AID 764; P63000; GST-Rac1 activated beads, fluorescent GTP binding, flow cytometry; actives lie on both sides; 100% means binding = to untreated wells;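 active means GTP binding at least 20 percentage points away from the 100% baseline, in either direction, so actives lie on both sides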
# Rab7 wt GTP bind – dog Rab7 wildtype GTP binding, inhibitors and activators; GST-Rab7 beads, fluorescent GTP binding, flow cytometry; actives lie on both sides; untreated = 100%, excess cold GTP = 0%; GTP binding activity (percent of control), % at 10 µM; 190,000 tested, 0.055% active; AID 758;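 active means fluorescent GTP binding to Rab7 beads changed by at least 20 points from the 100% baseline, either direction, mostly lower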;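 further: median green fluorescence of bound Bodipy-FL-GTP per Rab7 bead population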
# Mcl1-Bid inh – disrupts binding of human Mcl-1 to Bid peptide | Q07820 | TR-FRET Mcl-1/Bid-Dy647 peptide binding, 1536-well | inhibition, % at 21.7 µM | 220,000 tested, 0.97% active | AID 1021;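 active means compounds that cut the binding signal by more than half at the single screening dose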;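 further: His-tagged Mcl-1 with europium anti-His antibody binding Bid BH3 peptide; 0% = Mcl-1 plus peptide wells and 100% = peptide-only wells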
# Mcl1-Noxa inh – disrupts binding of human Mcl-1 to Noxa peptide; Q07820; TR-FRET Mcl-1/Noxa peptide binding, 2 h; inhibition, % at 21.7 µM; 220,000 tested, 1.5% active; AID 1022;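 active means compounds that cut the protein-peptide binding signal by more than 50% relative to plate controls in a single-dose test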;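 further: His-tagged Mcl-1 with rhodamine Noxa BH3 peptide and terbium anti-His antibody; 0% = Mcl-1 plus Noxa peptide wells and 100% = peptide-only wells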
# Pf gametocyte – kills late stage P. falciparum gametocytes. P. falciparum stage V gametocytes, ATP luminescence, 24 h. inhibition, % at 10.9 µM. 150,000 tested, 0.065% active;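 active means inhibition above the mean plus 3 SD of compounds within the control limits, set per campaign, cut at about 38% in these data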;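 further: 0% = DMSO wells and 100% = medium only without gametocytes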
# HRas wt GTP bind – changes GTP binding to wildtype human HRas; 190,000 tested, 0.14% active; GTP binding activity, % at 10 µM; P01112; GST-Ras wt beads, Bodipy-FL-GTP binding, flow cytometry; actives lie on both sides;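 active means GTP binding activity at least 20% away from the 100% baseline, either lowered as inhibitor or raised as activator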;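 further: 0% = unlabeled GTP competition control and 100% = no-compound control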
# Target sequence (P01112 whole entry, looked up): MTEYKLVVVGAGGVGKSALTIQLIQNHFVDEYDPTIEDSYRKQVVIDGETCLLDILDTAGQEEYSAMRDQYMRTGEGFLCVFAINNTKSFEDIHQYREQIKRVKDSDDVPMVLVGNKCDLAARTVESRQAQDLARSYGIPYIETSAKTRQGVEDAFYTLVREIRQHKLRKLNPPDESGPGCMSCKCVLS
# Avidin fluor – compound fluoresces at 488/530 nm on avidin beads | compound fluorescence 488/530 nm, flow cytometry; active compounds read high | fluorescence (KMESF) at 10 µM | 220,000 tested, 0.38% active; in the data active means fluorescence above about 47; further: inactives centre near 10
# Cdc42 wt – changes GTP binding to wildtype human Cdc42. GST-Cdc42 beads, Bodipy-GTP binding, flow cytometry; actives lie on both sides. P60953. 190,000 tested, 0.2% active. percent activity (GTP binding), % at 10 µM;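 active means percent activity GTP binding at least 20 points away from the 100% baseline, either down as inhibitor or up as activator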;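 further: median bead fluorescence of bound Bodipy-FL-GTP at 100 nM; 0% = excess unlabeled GTP control and 100% = no compound control; below 100% means less GTP binding so inhibitor and above means activator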
# Target sequence (P60953 whole entry, looked up): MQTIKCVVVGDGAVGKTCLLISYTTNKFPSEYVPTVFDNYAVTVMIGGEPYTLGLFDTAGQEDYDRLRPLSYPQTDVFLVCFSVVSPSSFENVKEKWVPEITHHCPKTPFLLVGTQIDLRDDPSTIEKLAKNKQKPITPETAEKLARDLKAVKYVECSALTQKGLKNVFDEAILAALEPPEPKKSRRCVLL
# Rab2 wt GTP – changes GTP binding to wildtype dog Rab2A, up or down. AID 760. P61105. GST-Rab2 wt beads, Bodipy-GTP binding, flow cytometry. GTP binding activity, % at 10 µM. 190,000 tested, 0.19% active;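 active means GTP binding activity at least 20 points away from 100%, either lowered or raised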;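 further: 0% = beads with excess unlabeled GTP and 100% = no-compound control corrected for plate trend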
# * = called active by the depositor; . = not tested or not shown.
cpd	SMILES	Mcl-1 Bim block	Rac1 wt modul	Rac1 act GTP bind	Rab7 wt GTP bind	Mcl1-Bid inh	Mcl1-Noxa inh
1	CCOc1ccc2nc(SCc3ccc(OC)cc3)sc2c1	-6.0	96.0	95.0	99.0	-8.3	-6.0
2	COCC(=O)NC1CCN(S(=O)(=O)c2cccc(C(C)=O)c2)CC1	-4.0	102.0	98.0	104.0	-10.0	-1.7
3	CCOC(=O)NC(=O)CSc1nnc(C)s1	-4.0	102.0	99.0	101.0	0.8	5.1
4	Cc1ccc(OCC(=O)N/N=C/C=C/c2ccco2)cc1	-6.0	102.0	96.0	100.0	-6.6	21.6
5	NC(=O)C1Cc2ccccc2CN1S(=O)(=O)c1cccs1 (configuration not stated)	-5.0	98.0	94.0	97.0	-5.2	7.6
6	COc1ccc(S(=O)(=O)NCC(=O)Nc2cccc(C)c2C)cc1OC	0.0	97.0	95.0	103.0	-12.4	16.5
7	N#Cc1c(N)oc(-c2ccccc2)c1-c1ccccc1	-4.0	106.0	101.0	112.0	-30.6	6.6
8	Nc1nnc(CCS(=O)(=O)c2ccc(Br)cc2)s1	-2.0	102.0	98.0	105.0	-13.0	13.3

cpd	Pf gametocyte	HRas wt GTP bind	Avidin fluor	Cdc42 wt	Rab2 wt GTP
1	5.2	97.0	3	98.0	95.0
2	.	101.0	8	96.0	100.0
3	.	102.0	6	100.0	102.0
4	2.6	100.0	15	98.0	96.0
5	4.9	95.0	11	97.0	97.0
6	7.3	96.0	9	97.0	100.0
7	.	105.0	10	103.0	104.0
8	2.2	99.0	9	101.0	103.0

# Other results:
cpd	SMILES	Mcl-1 Bim block	Rac1 wt modul	Rac1 act GTP bind	Rab7 wt GTP bind	Mcl1-Bid inh	Mcl1-Noxa inh
9	Cc1c(NC(=O)c2c(O)c3ccccc3n(C)c2=O)c(=O)n(-c2ccccc2)n1C	-2.0	100.0	94.0	104.0	-3.6	-38.4
10	Cc1oc(-c2ccccc2)cc1C(=O)Nc1ccc2ccccc2c1	1.0	104.0	98.0	98.0	10.4	15.1
11	O=C1CCCN1c1ccc(S(=O)(=O)NCCOc2ccccc2)cc1	-1.0	101.0	99.0	98.0	-11.3	-1.2
12	Cc1cc(C)c(-c2c(O)c3cnn(-c4ccccc4)c3[nH]c2=O)c(C)c1	-4.0	105.0	104.0	105.0	-42.4	-3.0
13	COC(=O)C1=C(C(=O)OC)SC2(S1)C(C(=O)OC)=C(C(=O)OC)SC1=C2c2cc(C)cc(C)c2NC1(C)C	0.0	98.0	97.0	102.0	-22.4	25.1
14	Cn1nnnc1SCCNS(=O)(=O)c1ccccc1	0.0	101.0	97.0	97.0	-24.7	12.6
15	CCOC(=O)COc1c(-c2ccc(OC)cc2)oc2ccccc2c1=O	-2.0	100.0	94.0	97.0	0.2	-5.8
16	CC(C)NCCCCOc1ccccc1-c1ccccc1	-1.0	105.0	104.0	97.0	18.8	14.2

cpd	Pf gametocyte	HRas wt GTP bind	Avidin fluor	Cdc42 wt	Rab2 wt GTP
9	-13.1	98.0	8	98.0	101.0
10	-5.4	100.0	11	100.0	96.0
11	.	99.0	23	103.0	98.0
12	-3.9	102.0	6	101.0	99.0
13	24.0	101.0	10	103.0	102.0
14	.	100.0	4	100.0	99.0
15	.	97.0	6	100.0	98.0
16	.	103.0	16	103.0	102.0

# The list continues:
cpd	SMILES	Mcl-1 Bim block	Rac1 wt modul	Rac1 act GTP bind	Rab7 wt GTP bind	Mcl1-Bid inh	Mcl1-Noxa inh
17	O=C(O)COc1ccc(Nc2ccccc2)cc1	2.0	100.0	95.0	104.0	-41.1	21.5
18	COC(=O)C1=C(CSc2nnnn2C)NC(=O)NC1c1cc(C)ccc1C (configuration not stated)	-8.0	96.0	96.0	95.0	-16.0	5.3
19	Cc1ccc(C)c(S(=O)(=O)N/N=C/c2ccc(C(=O)O)cc2)c1	-1.0	104.0	98.0	100.0	-76.0	15.2
20	CCOc1ccc(NC(=O)C(=O)N/N=C/c2ccccc2F)cc1	-3.0	103.0	100.0	95.0	-9.0	-2.7
21	O=C(COc1ccccc1)Nc1sc2c(c1C(=O)NCc1cccnc1)CCCC2	0.0	93.0	96.0	98.0	58.6*	-25.2
22	S=c1[nH]nc(Cn2nnc3ccccc32)n1-c1ccc(Cl)cc1	0.0	98.0	96.0	102.0	-57.0	3.9
23	COc1cccc2c(=O)n(CC(=O)Nc3ccc(F)cc3F)ccc12	0.0	98.0	96.0	98.0	-12.2	11.1
24	N#CCO/N=C/C(=O)Nc1ccc(F)cc1F	-1.0	99.0	97.0	99.0	-11.0	7.4

cpd	Pf gametocyte	HRas wt GTP bind	Avidin fluor	Cdc42 wt	Rab2 wt GTP
17	13.1	100.0	12	97.0	99.0
18	.	97.0	39	98.0	94.0
19	.	100.0	13	101.0	99.0
20	-18.4	100.0	24	102.0	99.0
21	.	97.0	12	97.0	95.0
22	8.1	100.0	11	98.0	97.0
23	.	98.0	7	96.0	98.0
24	.	101.0	22	101.0	100.0

# The results go on.
cpd	SMILES	Mcl-1 Bim block	Rac1 wt modul	Rac1 act GTP bind	Rab7 wt GTP bind	Mcl1-Bid inh	Mcl1-Noxa inh
25	Cc1cc(C)cc(NC(=S)NC2CC3CCCC(C2)N3CC(C)C)c1 (configuration not stated)	2.0	102.0	96.0	104.0	-48.9	-13.9
26	COc1cc(OC)c(OC)cc1/C=N/NC(=O)c1cc(-c2cccn2C)n[nH]1	-3.0	89.0	91.0	92.0	-28.1	.
27	CCC(C)(C)NC(=O)C(c1ccccc1F)N(Cc1ccco1)C(=O)c1csnn1 (configuration not stated)	-2.0	106.0	98.0	104.0	-15.4	-16.1
28	Cc1ccc(C)c(SCC(=O)OCC(=O)Nc2ccc(S(=O)(=O)N3CCOCC3)cc2)c1	-1.0	99.0	100.0	102.0	-8.3	-7.5
29	Cc1cccc(C)c1OCCNC(=O)OCc1ccccc1	0.0	97.0	94.0	109.0	-13.6	6.3
30	O=S(=O)(NCC1OCCc2ccccc21)c1ccccc1 (configuration not stated)	5.0	100.0	100.0	96.0	-30.0	-11.1
31	CC(=O)NC(Cc1ccccc1)C(=O)OCC(=O)c1ccc(F)cc1 (configuration not stated)	-2.0	104.0	103.0	105.0	-24.5	8.7
32	COC(=O)CSc1nnc(-c2ccc(NS(=O)(=O)c3ccccc3)cc2)o1	0.0	103.0	99.0	98.0	15.3	13.7

cpd	Pf gametocyte	HRas wt GTP bind	Avidin fluor	Cdc42 wt	Rab2 wt GTP
25	.	100.0	11	98.0	99.0
26	-2.7	92.0	13	95.0	89.0
27	13.9	101.0	25	104.0	101.0
28	.	102.0	10	100.0	104.0
29	17.3	96.0	9	100.0	101.0
30	-0.2	100.0	16	97.0	100.0
31	.	103.0	6	106.0	104.0
32	-1.2	102.0	6	104.0	101.0

# Part of the list above in order of length of the SMILES, descending.
cpd	SMILES	Mcl-1 Bim block	Rac1 wt modul	Rac1 act GTP bind	Rab7 wt GTP bind	Mcl1-Bid inh	Mcl1-Noxa inh
28	Cc1ccc(C)c(SCC(=O)OCC(=O)Nc2ccc(S(=O)(=O)N3CCOCC3)cc2)c1	-1.0	99.0	100.0	102.0	-8.3	-7.5
27	CCC(C)(C)NC(=O)C(c1ccccc1F)N(Cc1ccco1)C(=O)c1csnn1 (configuration not stated)	-2.0	106.0	98.0	104.0	-15.4	-16.1
32	COC(=O)CSc1nnc(-c2ccc(NS(=O)(=O)c3ccccc3)cc2)o1	0.0	103.0	99.0	98.0	15.3	13.7
21	O=C(COc1ccccc1)Nc1sc2c(c1C(=O)NCc1cccnc1)CCCC2	0.0	93.0	96.0	98.0	58.6*	-25.2
25	Cc1cc(C)cc(NC(=S)NC2CC3CCCC(C2)N3CC(C)C)c1 (configuration not stated)	2.0	102.0	96.0	104.0	-48.9	-13.9
23	COc1cccc2c(=O)n(CC(=O)Nc3ccc(F)cc3F)ccc12	0.0	98.0	96.0	98.0	-12.2	11.1
30	O=S(=O)(NCC1OCCc2ccccc21)c1ccccc1 (configuration not stated)	5.0	100.0	100.0	96.0	-30.0	-11.1
29	Cc1cccc(C)c1OCCNC(=O)OCc1ccccc1	0.0	97.0	94.0	109.0	-13.6	6.3
24	N#CCO/N=C/C(=O)Nc1ccc(F)cc1F	-1.0	99.0	97.0	99.0	-11.0	7.4

cpd	Pf gametocyte	HRas wt GTP bind	Avidin fluor	Cdc42 wt	Rab2 wt GTP
28	.	102.0	10	100.0	104.0
27	13.9	101.0	25	104.0	101.0
32	-1.2	102.0	6	104.0	101.0
21	.	97.0	12	97.0	95.0
25	.	100.0	11	98.0	99.0
23	.	98.0	7	96.0	98.0
30	-0.2	100.0	16	97.0	100.0
29	17.3	96.0	9	100.0	101.0
24	.	101.0	22	101.0	100.0

# (further entries)
cpd	SMILES	Mcl-1 Bim block	Rac1 wt modul	Rac1 act GTP bind	Rab7 wt GTP bind	Mcl1-Bid inh	Mcl1-Noxa inh
33	Cc1cc(C(=O)NCCCN2CC(C)CC(C)C2)n(-c2ccccc2)n1 (configuration not stated)	-1.0	104.0	101.0	97.0	-1.1	6.1
34	O=C(Cn1ncc2c(=O)oc3ccccc3c21)N(Cc1ccco1)C1CCCCC1	-4.0	105.0	100.0	102.0	-3.5	-0.9
35	CC(=O)Nc1sc(C)c(C)c1C(=O)OC(C)C	-3.0	103.0	101.0	105.0	-54.3	-13.2
36	Cc1nn(C)cc1C(C(=O)NC1CCCCC1)N(Cc1ccc(F)cc1)C(=O)c1cnccn1 (configuration not stated)	-1.0	99.0	96.0	96.0	-13.5	4.9
37	CCCOc1ccc(/C=C/C(=O)Nc2ccc([N+](=O)[O-])cc2)cc1	-2.0	105.0	100.0	102.0	-13.7	4.8
38	Cc1csc2nc(CNC(=O)c3ccco3)cn12	-2.0	99.0	98.0	100.0	-18.9	1.2
39	COc1ccc(-c2[nH]ncc2CN2CCCO2)c(F)c1	-6.0	93.0	93.0	87.0	-29.9	4.0
40	O=C(c1ccc(CSCc2ccccc2F)o1)N1CCN(c2ccc(N3CCOCC3)nn2)CC1	2.0	107.0	99.0	96.0	-22.0	-4.3
41	COc1ccc(Br)cc1C(=O)Nc1ccc(C(=O)NCC(C)C)cc1	-2.0	93.0	96.0	93.0	-26.6	-3.4
42	COc1ccc(C(=O)NCCn2cc(SCC(=O)Nc3cc(C)on3)c3ccccc32)cc1OC	-4.0	96.0	94.0	96.0	-28.2	-1.4

cpd	Pf gametocyte	HRas wt GTP bind	Avidin fluor	Cdc42 wt	Rab2 wt GTP
33	.	100.0	7	99.0	101.0
34	.	101.0	26	104.0	101.0
35	-3.2	104.0	6	105.0	104.0
36	0.2	97.0	9	95.0	94.0
37	.	101.0	13	101.0	100.0
38	.	101.0	11	100.0	101.0
39	-5.1	92.0	9	97.0	93.0
40	.	100.0	5	100.0	99.0
41	19.9	94.0	2	92.0	93.0
42	.	98.0	10	95.0	93.0

# From PubChem
